proKLK7 act – proKLK7 (human) activation, primary screen; purified proKLK7, EDANS-DABCYL substrate fluorescence; 100% is mature enzyme control, 0% vehicle; activation, % at 7 µM; P49862; hit rate 0.9% among 370,000;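 active means activation above the mean of all tested compounds plus 3 SD, computed per campaign excluding outliers beyond control limits, cut at about 13% in these data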
DDE Tn7 FP inh – inhibitors of Tn7 peptide binding to human fibrin DD(E) | hit rate 0.13% among 370,000 | inhibition, % at 8.3 µM | P02675 | FP displacement of FITC-Tn7 peptide from fibrin DD(E); 0% = median of compound wells per plate | AID 720508;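 active means inhibition above the mean of compounds falling within the control limits plus 3 SD of them, cut at about 14% in these data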;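 further: 0% = plate median of compound wells and 100% = 10 µM Aha-Tn7 peptide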
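system = human fibrin DD(E) protein | quantity = DD(E) 2 µM final | medium = Tris/NaCl/CaCl2 buffer, pH 7.8 | also added = labelled Tn7 tracer, 0.1 µM | compound dosing = single point at 8.3 µM | timing = compound with protein 10 min, then 3 h after probe, room temperature | signal = FP measurement | benchmarks = Aha-Tn7 high control | repeats = one replicate per compound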
ASAP1 GAP inh – ASAP1 ArfGAP inhibition | Q9ULH1 | ASAP1-stimulated ARF1 GTP hydrolysis, GDP FP detection | inhibition, % at 16.5 µM | hit rate 0.19% among 360,000; in the data active means inhibition above about 25%;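 further: 0% = vehicle with enzyme and substrate and 100% = no enzyme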
UHRF1 binding – blocks human UHRF1 binding to methylated DNA; hit rate 0.75% among 370,000; Q96T88; inhibition, % at 4.4 µM; UHRF1 binding to methylated oligo, TR-FRET; AID 687016; in the data active means inhibition above about 21%;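 further: UHRF1 SRA domain binding a hemimethylated CpG hairpin DNA probe; 0% = median of test compound wells and 100% = reference inhibitor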
ADAM17 inh – ADAM17 inhibition, QFRET primary screen. P78536. recombinant ADAM17, EDANS/DABCYL FRET peptide cleavage. inhibition, % at 6.95 µM. hit rate 0.83% among 370,000;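 active means inhibition above the mean of compounds lying between control limits plus 3 SD, set per campaign, cut at about 8.5% in these data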;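 further: 0% = DMSO-only wells as the low control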
ARFGAP1 inh – inhibits rat ARF GTPase activating protein 1; Q62848; AID 651572; hit rate 0.26% among 360,000; Arfgap1-stimulated ARF1 GTP hydrolysis, GDP FP detection; inhibition, % at 16.5 µM;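 active means inhibition above a per-plate limit, mean inhibition of low control wells plus 3 SD, cut at about 25% in these data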;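 further: 0% = DMSO wells with enzyme and 100% = wells lacking Arfgap1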
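Replicates: Single well per compound | Assay system: Truncated rat Arfgap1 GAP domain | Control set: No-Arfgap1 wells (100%) versus DMSO full-reaction wells (0%) | Times: Enzyme reaction 120 min at 25 °C after 20 min preincubation | Reagent: Human ARF1(Δ1-17)-GTP substrate | Measured by: Tracer-displacement fluorescence polarization with EDTA stop, 620/688 nm | Measure: Percent inhibition of Arfgap1-stimulated GTP hydrolysis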
DDE Tn6 FP inh – disrupts Tn6 cyclic peptide binding to fibrin D-Dimer-E complex. Fibrin DD(E) TRITC-Tn6 fluorescence polarization displacement. inhibition, % at 8.3 µM. P02675. hit rate 0.21% among 370,000;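 active means inhibition above a per-campaign cutoff: mean of compounds within control limits plus 3 SD, cut at about 15% in these data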;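 further: 0% = median of all compound wells on the plate and 100% = blocking peptide control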
PLC-beta3 inh – PLC-beta3 (human) inhibition, primary screen. Purified PLC-beta3, fluorogenic substrate, fluorescence. inhibition, % at 12.2 µM. hit rate 0.18% among 370,000. AID 720704; in the data active means inhibition above about 11%;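 further: 0% = median of compound wells on plate and 100% = full blocker control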
PLCg1 inh – PLC-gamma1 (human) inhibition, primary screen | AID 720700 | purified PLC-gamma1, fluorogenic substrate, fluorescence | P19174 | inhibition, % at 12.2 µM | hit rate 0.84% among 370,000; in the data active means inhibition above about 9.5%
Target sequence (P19174 whole entry, looked up): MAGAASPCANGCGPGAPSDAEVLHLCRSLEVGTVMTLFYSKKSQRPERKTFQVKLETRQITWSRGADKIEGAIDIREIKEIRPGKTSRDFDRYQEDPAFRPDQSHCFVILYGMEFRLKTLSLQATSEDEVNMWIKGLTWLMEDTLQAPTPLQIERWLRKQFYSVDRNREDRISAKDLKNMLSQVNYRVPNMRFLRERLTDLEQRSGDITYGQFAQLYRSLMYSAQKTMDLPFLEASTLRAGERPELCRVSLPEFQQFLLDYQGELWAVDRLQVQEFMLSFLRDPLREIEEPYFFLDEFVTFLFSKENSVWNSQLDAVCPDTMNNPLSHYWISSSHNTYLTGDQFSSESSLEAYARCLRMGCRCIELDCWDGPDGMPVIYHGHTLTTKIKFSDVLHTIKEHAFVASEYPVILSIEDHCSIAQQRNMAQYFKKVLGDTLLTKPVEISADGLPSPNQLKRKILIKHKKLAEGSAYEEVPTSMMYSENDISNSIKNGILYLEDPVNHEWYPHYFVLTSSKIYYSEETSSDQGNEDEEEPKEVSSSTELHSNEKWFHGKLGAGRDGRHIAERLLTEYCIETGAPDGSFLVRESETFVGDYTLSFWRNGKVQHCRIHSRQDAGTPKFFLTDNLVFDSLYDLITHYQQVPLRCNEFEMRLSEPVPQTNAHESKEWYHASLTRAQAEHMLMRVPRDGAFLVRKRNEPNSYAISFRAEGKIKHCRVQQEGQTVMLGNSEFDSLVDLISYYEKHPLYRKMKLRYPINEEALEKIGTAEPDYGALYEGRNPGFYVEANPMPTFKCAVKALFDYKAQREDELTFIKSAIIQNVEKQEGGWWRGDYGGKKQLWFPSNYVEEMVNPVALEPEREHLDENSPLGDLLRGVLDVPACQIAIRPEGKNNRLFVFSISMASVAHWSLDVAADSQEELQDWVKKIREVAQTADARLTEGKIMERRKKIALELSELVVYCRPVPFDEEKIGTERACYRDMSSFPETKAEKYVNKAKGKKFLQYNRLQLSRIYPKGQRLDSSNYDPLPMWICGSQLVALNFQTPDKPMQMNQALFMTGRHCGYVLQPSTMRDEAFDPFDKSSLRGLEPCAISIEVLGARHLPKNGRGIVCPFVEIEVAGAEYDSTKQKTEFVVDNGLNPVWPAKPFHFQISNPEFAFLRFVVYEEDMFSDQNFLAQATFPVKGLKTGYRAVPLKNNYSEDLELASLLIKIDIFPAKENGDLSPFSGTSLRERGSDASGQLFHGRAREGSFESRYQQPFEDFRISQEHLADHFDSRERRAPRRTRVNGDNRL
MBD2 DNA inh – inhibitors of human MBD2 binding to methylated oligonucleotide | TR-FRET | hit rate 0.31% among 370,000 | Q9UBB5 | inhibition, % at 4.4 µM; in the data active means inhibition above about 13%
* hit, by the source's call; i = inactive.

SMILES	proKLK7 act	DDE Tn7 FP inh	ASAP1 GAP inh	UHRF1 binding	ADAM17 inh	ARFGAP1 inh	DDE Tn6 FP inh	PLC-beta3 inh	PLCg1 inh	MBD2 DNA inh
Nn1c(SCC(=O)Nc2ccc(N3CCOCC3)cc2)nnc1-c1ccccc1F	0.2	-1	0	0	1	-7	0	-6	2	-4
O=C(c1ccccc1F)N1CCN(Cc2cccc(Cl)c2)CC1	-0.1	-5	4	2	-3	-4	5	-1	1	-1
CC(C(=O)NC1CCCC1)n1c(-c2ccccn2)nc2ccccc21 (configuration not stated)	0.3	2	2	2	-10	-3	-1	-2	-1	-7
COCCNC(=S)Nc1ccc2nc(N3CCCC3)cc(C)c2c1	12	-8	2	-2	-103	13	5	-140	-124	0
COc1ccc(CNc2ccc(Cl)cc2)cc1Cn1ccnc1	0.5	10	-9	2	0	-3	3	-6	1	1
COC1=CC(=O)OC(c2cccc(OC)c2)C1 (configuration not stated)	0.9	6	-2	-2	-4	-2	5	5	0	-3
CS(=O)(=O)c1ccc(Cl)c(NC(=O)Cc2ccccc2F)c1	0.3	0	11	3	-3	-5	-3	-7	8	8
CC(=O)Oc1cccc(C(=O)Nc2c[nH]c(=O)[nH]c2=O)c1	-0.6	0	-14	-1	-1	-12	-5	5	3	-1
CCOc1ccc(Nc2cc(C)nc3c(C)cccc23)cc1	0.0	-2	-3	-2	1	14	2	-1	3	-1
Cc1nc(Cl)c2c(n1)NC1=C(O2)C(=O)CCC1	22*	13	4	-7	-48	-6	-5	i	i	-2
CCCCn1c(=N)c(S(=O)(=O)c2ccc(Br)cc2)cc2c(=O)n3cccc(C)c3nc21	-0.1	3	-13	2	-6	-10	-1	-13	-5	3
CCN(CC(=O)Nc1ccc(NC(C)=O)cc1)C(=O)c1ccccc1SCC(=O)N1CCCC1	-0.2	5	1	-2	1	-11	10	-2	-1	-4
Cc1cccnc1NC(=O)c1ccc2c(c1)NC(=O)C(C)S2 (configuration not stated)	-0.1	-1	-6	-2	-1	-2	-2	-8	-3	-4
COc1ccc(C2CC(c3cccs3)=NN2C(=O)c2ccccc2)cc1OC (configuration not stated)	-0.3	8	2	0	-3	-2	2	-9	-5	2
Cc1cc(=O)[nH]c(SCC(=O)NCC2CCCO2)n1 (configuration not stated)	0.8	-2	6	0	-1	4	3	0	1	-2
COC(=O)c1ccc(-c2ccc([C@H]3[C@H]4C=CC[C@@H](C)[C@@H]4C(=O)N3Cc3ccccc3)c(F)c2)cc1	-0.5	0	5	-1	-3	-2	-7	0	0	-3
CC(=N)c1c(O)cc(C)oc1=O	-0.5	-5	-13	-2	0	-1	9	2	5	3
Cn1c(=O)oc2cc(S(=O)(=O)N3CCC(C(=O)NCC4COc5ccccc5O4)CC3)ccc21 (configuration not stated)	-0.1	0	4	1	-2	-2	-1	0	-1	3
CN(C(=O)c1ccccc1Cl)c1ccccc1	0.2	-5	9	1	-3	-21	15*	1	2	-3
C=CCn1c(C)nnc1SCC(=O)N1CCN(S(=O)(=O)c2ccccc2)CC1	0.8	1	-5	9	-1	-3	11	-7	-1	4

2 of the compounds above, with values under each structure:
Every second line gives: proKLK7 act | DDE Tn7 FP inh | ASAP1 GAP inh | UHRF1 binding | ADAM17 inh | ARFGAP1 inh | DDE Tn6 FP inh | PLC-beta3 inh | PLCg1 inh | MBD2 DNA inh
COC(=O)c1ccc(-c2ccc([C@H]3[C@H]4C=CC[C@@H](C)[C@@H]4C(=O)N3Cc3ccccc3)c(F)c2)cc1
    -0.5 | 0 | 5 | -1 | -3 | -2 | -7 | 0 | 0 | -3
CC(=N)c1c(O)cc(C)oc1=O
    -0.5 | -5 | -13 | -2 | 0 | -1 | 9 | 2 | 5 | 3

(further entries)
SMILES	proKLK7 act	DDE Tn7 FP inh	ASAP1 GAP inh	UHRF1 binding	ADAM17 inh	ARFGAP1 inh	DDE Tn6 FP inh	PLC-beta3 inh	PLCg1 inh	MBD2 DNA inh
Cc1nc2c(-c3ccc(F)cc3)c(C)nn2c(C)c1CCC(=O)N1CCOCC1	-0.4	2	1	-1	1	-2	-2	-16	-9	5
O=c1ccc(/C=C/c2ccccc2)nn1Cc1ccccc1	-4.3	-2	-7	2	-40	4	2	-96	-86	2
Cc1cccc(C)c1OCC(O)CN1CCN(c2ccccc2)CC1 (configuration not stated)	-0.6	6	7	0	-2	-1	8	-5	3	2
CN(C(=O)c1ccccc1Cl)C1CCCCC1	0.2	1	18	-2	-2	-6	-3	4	0	-3
O=S(=O)(Nc1ccccn1)c1ccc(Cl)c2ccccc12	-0.3	-11	13	-1	-2	3	10	-5	-3	-1
CCOC(=O)C1=C(C)N=C2SC=C(C)N2C1c1ccc(OC)cc1 (configuration not stated)	0.1	-7	-2	1	-3	4	-6	-52	-32	0
O=C(C1CCN(c2ncnc3c2sc2cccc(F)c23)CC1)N1CCOCC1	0.4	-8	3	-3	-10	0	7	-63	-49	-7
O=C(CN1C(=O)NC(CCc2ccccc2)C1=O)Nc1cccc(Br)c1 (configuration not stated)	0.5	-5	12	-2	4	3	-4	4	0	-1
O=C(COc1cccnc1[N+](=O)[O-])Nc1cccc(S(=O)(=O)N2CCOCC2)c1	0.2	0	-10	-4	1	-3	3	-4	1	0
CC(=O)c1ccc(S(=O)(=O)N2CCN(CC#N)CC2)cc1	-0.2	-5	7	3	-4	-5	-4	-8	-1	1
O=C(COC(=O)C12CC3CC(CC(O)(C3)C1)C2)Nc1ccc(Cl)c(S(=O)(=O)N2CCOCC2)c1	0.0	-1	-8	2	0	9	4	-3	1	1
COc1ccc(NC(=O)CSc2ccc3nnc(-c4ccccn4)n3n2)cc1	-0.2	-6	-2	-1	-3	0	-1	-5	5	-1
CC12CCC(C(=O)N3CCN(C(c4ccccc4)c4ccccc4)CC3)(OC1=O)C2(C)C (configuration not stated)	-0.4	11	-1	2	-2	0	-3	0	3	2
COc1ccccc1NC(=O)CCSc1nc(C)cc(C)n1	0.0	0	0	2	-1	15	-4	3	-1	0
COc1ccccc1N1CCN(C(=O)c2cc(-c3ccc(F)cc3)[nH]c2C)CC1	-0.3	-2	-3	0	3	5	-12	-6	-1	8
COc1ccc([N+](=O)[O-])cc1NCC(=O)Nc1cc(S(=O)(=O)N2CCCCC2)ccc1C	-0.6	-1	0	17	-10	-12	2	-3	1	6
Cc1ccc(O)c(CNc2cccc3cccnc23)c1	-0.8	1	14	-3	0	10	0	-20	-13	-4
CCOC(=O)NS(=O)(=O)c1ccc(CCNC(=O)c2cc(C)on2)cc1	0.3	-1	-5	2	-2	-6	4	-75	0	5
CCN(CC(=O)Nc1c(F)cccc1F)C(=O)C1(c2ccccc2)CC1	-0.1	4	1	-3	-5	10	5	-6	0	-2
C=C[C@H](Cc1ccccc1)N(Cc1ccccc1)S(=O)(=O)N(Cc1ccccc1)[C@H](C=C)Cc1ccccc1	-0.8	10	-2	-1	-9	4	3	-1	0	1
Cn1c(N)c(-c2nc3cccnc3n2C)sc1=S	-0.4	-1	1	24*	-2	-5	1	-2	-6	4
Cc1cccc(C2C3=C(CCCC3=O)N=C3c4ccccc4C(=O)C32)c1 (configuration not stated)	0.1	-2	3	-5	-1	14	-4	-8	3	-6
COc1cc(-n2nc(C)c3c2OC(N)=C(C#N)C3c2ccccc2)c(Cl)c(Br)c1O (configuration not stated)	0.2	-2	15	-10	1	5	-4	1	2	-11
COc1ccc(Cl)cc1NC(=S)N1CCN(c2ccccn2)CC1	-0.1	4	-1	0	-4	6	7	0	1	-1
O=C(NC1CCCCC1)C(c1cc2ccccc2o1)N1CCOCC1 (configuration not stated)	-0.6	1	6	-1	-7	-1	3	-1	1	-1
Cc1ccc(C)c(S(=O)(=O)NCc2ccc(C(=O)N3CCN(c4ccccc4)CC3)cc2)c1	0.2	0	2	0	-4	3	-6	-8	0	3
Cc1onc(-c2c(Cl)cccc2Cl)c1C(=O)Nn1cnnc1	-0.3	-8	-18	-1	-1	11	-5	0	0	2
Cc1ccnc(SCC(=O)N2CCCc3ccccc32)n1	-0.3	-1	-12	-2	1	8	-6	0	2	2
COc1ccccc1C(=O)NCCC(=O)N(C)CC(=O)Nc1c(Cl)cccc1Cl	0.8	7	-10	-1	0	3	7	-8	1	-5
CCCOC(=O)/C(=C\c1ccc([N+](=O)[O-])o1)NC(=O)c1ccccc1	0.0	4	3	1	-2	3	4	-6	-6	0
O=C(O)CCCNC(=O)CCCNC(=O)C(c1ccccc1)c1ccccc1	-0.7	3	-17	4	-3	10	7	2	6	7
CC(=O)OC[C@@H]1CN(Cc2ccccc2)C[C@H](n2cnc3c(N4CCN(c5ccccc5)CC4)ncnc32)O1	0.3	-1	1	0	3	15	8	2	-3	-7
CCCCCn1c(CN2CC(C)OC(C)C2)nc2c1c(=O)n(C)c(=O)n2C (configuration not stated)	-0.1	-2	1	-1	-1	-11	1	3	1	1
CCn1c(SCC(=O)N/N=C/c2c[nH]c3ccccc23)nnc1-c1ccc(C)cc1	0.5	-5	3	-3	2	11	-1	2	-2	1
CC(C)Nc1c(N)c(=O)oc2ccccc12	-0.1	-2	-4	3	0	-7	-7	-5	0	-3
Cc1ccc([N+](=O)[O-])c(OCc2ncc(Cl)n2C)c1	-0.5	-7	-7	-3	-2	-8	1	-5	0	-1
COCCNC(=O)C1(C)CCCN(Cc2ccc(OCc3ccccc3)cc2)C1 (configuration not stated)	-0.2	-3	10	-2	-2	1	-2	0	2	1
CC1(C)SC2c3ccccc3C(=O)N2[C@@H]1C(=O)NCCCN1CCOCC1 (some centres not stated)	0.0	7	6	-3	-4	-8	2	2	2	-4
COc1ccc(NC(=S)Nc2ccc3cn[nH]c3c2)cc1	1.1	-3	9	-6	-12	-1	4	-10	7	-10
CCN(CC(=O)Nc1ccc2c(c1)OCCO2)C(=O)CC1CCCC1	-0.4	-2	-4	3	0	5	5	3	4	0
O=C(NCc1ccco1)C(=O)NCC1OCCN1S(=O)(=O)c1ccc(F)cc1 (configuration not stated)	-0.6	4	-8	8	-5	-7	-2	-10	2	9
CC(=O)N1CCCN(Cc2cn(-c3ccc(C)cc3)nc2-c2ccc(F)cc2)CC1	0.7	-1	-7	1	-1	9	1	-7	3	-3
COc1cccc(OC)c1C(=O)OCC(=O)NCC1CCCCC1	0.0	1	-7	4	0	-7	0	3	5	5
O=C(NC1(C(F)(F)F)NC(=O)N(C2CCCCC2)C1=O)c1cccs1 (configuration not stated)	-0.6	-5	6	-3	2	-8	2	8	2	-2
COc1ccccc1CN1C(=O)[C@@H]2Cc3c([nH]c4ccccc34)C(C)(C)N2C1=O	1.0	-6	-1	0	3	12	-2	-4	0	0
Cc1ccc2c(c1)CCCN2C(=O)NC1CCCCC1	-0.4	0	0	1	-1	-3	1	1	-1	-1
